MT1-MMP txn act = MT1-MMP promoter reporter activation – cell-based, luciferase luminescence, primary screen | HT1080 MT1-MMP promoter luciferase reporter, overnight; active compounds read high | activation factor at 10 µM | actives 0.16% (n = 86,000);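 active = activation factor of at least 2 for MT1-MMP transcription at 10 µM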
Plk1 PBD FP = Plk1 polo box domain binding inhibitors, primary screen, biochemical, fluorescence polarization; Plk1 PBD phosphopeptide binding; inhibition, %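 (tested at about 20 µM)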; actives 0.13% (n = 97,000); in the data active = inhibition above about 34%, passing the limit was not always enough
S1P2 blocker = human S1P2 receptor antagonists, primary screen, cell-based; Sphingosine 1-phosphate receptor 2 (Homo sapiens), O95136; cell-based S1P2 antagonist assay, inhibition at 5 uM; inhibition, % at 5 µM; actives 0.21% (n = 97,000); in the data active = inhibition above about 45%;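 also: CRE beta-lactamase reporter cells expressing human S1P2 stimulated with S1P; 0% = agonist at EC80 alone and 100% = agonist plus reference antagonist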
S1P2 agonist = S1P2 receptor agonists, primary screen, cell-based | Sphingosine 1-phosphate receptor 2 (Homo sapiens), O95136 | S1P2-expressing cell line, agonist reporter read-out | activation, % at 4.5 µM | actives 0.46% (n = 97,000) | AID 729, 2007; in the data active = activation above about 16%;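 also: 0% = vehicle low control and 100% = maximal reference agonist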
Rev-RRE block = HIV-1 Rev-RRE binding inhibitors, primary screen, biochemical, FRET, protein-RNA interaction. Rev peptide-RRE RNA binding. inhibition, % at 8 µM. actives 0.79% (n = 97,000). AID 704, 2007;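 active = inhibition above the screen-wide mean plus 3 SD, cut at about 35% in these data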;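 also: 0% = median DMSO wells and 100% = median Neomycin B control wells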
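Test system: Cy5-tagged RRE RNA duplex with fluorescein-tagged Rev peptide | Read-out: % inhibition of FRET ratio versus controls | Probe or stimulus: Labelled Rev peptide | Incubation: 5 min RNA-compound premix plus 15 min binding step, 25 °C | Technique: FRET fluorescence readout | Benchmarks: DMSO low control, neomycin B high control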
PLAP activator = PLAP enzyme activators, biochemical, luminescence, HTS; purified PLAP enzyme, luminescent substrate read-out; active compounds read high; activation fold at 20 µM; actives 1.2% (n = 96,000); AID 696, 2007; in the data active = activation fold above about 2
EphB4 antag = EphB4-ephrin-B2 interaction antagonists, primary screen, biochemical, TNYL-RAW peptide probe, fluorescence polarization; Ephrin type-B receptor 4 (Homo sapiens), P54760; EphB4 LBD / TNYL-RAW-Alexa532 peptide; inhibition, % at 7 µM; actives 0.15% (n = 97,000); AID 720, 2007;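 active = inhibition above the screen-wide mean inhibition plus 3 SD, cut at about 15% in these data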;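 also: 0% = DMSO wells and 100% = excess unlabeled TNYL-RAW peptide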
Target sequence (P54760 whole entry, looked up, the tested form may be a part): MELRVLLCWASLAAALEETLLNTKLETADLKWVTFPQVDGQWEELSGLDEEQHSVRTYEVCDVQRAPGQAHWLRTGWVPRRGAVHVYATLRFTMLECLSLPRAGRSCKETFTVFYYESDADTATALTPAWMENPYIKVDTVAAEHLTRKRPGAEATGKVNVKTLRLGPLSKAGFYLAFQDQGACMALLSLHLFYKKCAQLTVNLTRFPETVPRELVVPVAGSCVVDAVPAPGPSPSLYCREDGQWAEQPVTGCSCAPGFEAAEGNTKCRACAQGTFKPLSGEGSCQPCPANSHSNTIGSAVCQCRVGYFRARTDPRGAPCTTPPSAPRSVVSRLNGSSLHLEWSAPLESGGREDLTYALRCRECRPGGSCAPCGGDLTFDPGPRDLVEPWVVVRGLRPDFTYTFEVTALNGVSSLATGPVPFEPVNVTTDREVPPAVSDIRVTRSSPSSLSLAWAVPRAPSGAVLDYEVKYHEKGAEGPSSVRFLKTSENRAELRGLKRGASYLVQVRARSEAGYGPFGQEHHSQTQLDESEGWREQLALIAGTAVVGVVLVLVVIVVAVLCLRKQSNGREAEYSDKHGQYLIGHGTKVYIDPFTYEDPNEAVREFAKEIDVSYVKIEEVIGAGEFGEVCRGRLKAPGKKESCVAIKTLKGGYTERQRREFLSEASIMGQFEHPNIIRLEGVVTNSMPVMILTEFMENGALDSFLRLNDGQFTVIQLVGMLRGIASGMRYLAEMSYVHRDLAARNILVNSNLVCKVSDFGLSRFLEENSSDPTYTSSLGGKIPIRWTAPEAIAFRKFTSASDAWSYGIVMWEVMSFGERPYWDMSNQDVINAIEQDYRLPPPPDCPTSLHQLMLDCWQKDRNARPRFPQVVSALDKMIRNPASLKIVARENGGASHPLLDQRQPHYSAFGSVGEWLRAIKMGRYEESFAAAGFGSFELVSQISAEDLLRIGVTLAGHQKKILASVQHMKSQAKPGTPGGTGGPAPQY
PLK1 inh = human PLK1 kinase inhibitors, primary screen, biochemical, TR-FRET | Serine/threonine-protein kinase PLK1 (Homo sapiens), P53350 | recombinant PLK1 kinase, TR-FRET peptide phosphorylation | inhibition, % at 10 µM | actives 0.53% (n = 97,000) | AID 619, 2007;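 active = inhibition of 50% or more in the single-concentration screen; inactive = inhibition below 50%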;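 also: 0% = DMSO max control and 100% = H-89 dihydrochloride min control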
FAK blocker = FAK kinase inhibitors, primary screen, biochemical. Focal adhesion kinase 1 (Homo sapiens), Q05397. AID 727, 2007. biochemical FAK kinase activity assay. inhibition, %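 (tested at 7 µM)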. actives 0.84% (n = 97,000); in the data active = inhibition above about 19%;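 also: 0% = DMSO and 100% = reference compound high control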
Active calls of the source: *; / = no result given. Only part of the results is shown (hit frequency here may not be typical).

SMILES	MT1-MMP txn act	Plk1 PBD FP	S1P2 blocker	S1P2 agonist	Rev-RRE block	PLAP activator	EphB4 antag	PLK1 inh	FAK blocker
CC12CN3CCN(C1)CC(C)(C3)C2=NO	1.1	-12	8	0	1	0.9	7	0	1
Cc1cc(C)n(CCOC(=O)C2C(C=C(Cl)Cl)C2(C)C)n1 (stereo unspecified)	1	3	6	-12	2	1.6	3	-14	0
CN1CCN(CCC(=O)OC2CC3CCC(C2)N3C)CC1 (stereo unspecified)	1.1	-11	4	-9	7	/	4	-8	-1
CN(C)C(=O)Oc1ccc(C(=O)c2ccccc2)cc1	1.4	6	-5	0	-3	/	-6	-13	1
NC(=O)CSP(=O)(c1ccccc1)c1ccccc1	1.1	0	-8	-3	5	1.3	-8	-7	2
O=C(c1cnn2c(C(F)(F)F)cc(-c3ccccc3)nc12)N1CCC2(CC1)OCCO2	1.1	-14	11	-2	1	1.1	-4	4	0
O=C(c1ccc(CNS(=O)(=O)c2ccccc2)cc1)N1CCC2(CC1)OCCO2	1.2	1	1	-5	0	/	1	3	-7
CCOC(=O)C(O)(c1ccc(N(CC)C(=O)OC)cc1)C(F)(F)F (stereo unspecified)	1	-9	5	-2	-1	1.2	7	-6	-2
C[C@H]1CCC[C@@H](O)CCC/C=C/c2cc(O)cc(O)c2C(=O)O1	0.9	-1	10	-5	2	1	-2	2	7
O=C(Cn1cc(C(=O)c2ccccc2F)c2ccccc21)NCc1ccco1	1.1	15	1	-3	1	1	0	-10	4
CC(=NCCO)c1c(O)n(C)c(=O)n(C)c1=O	1.1	5	-9	-2	0	0.9	-5	7	-4
O=C(NCC(c1cccnc1)N1CCOCC1)Oc1ccccc1 (stereo unspecified)	1	6	-6	-4	2	/	-6	-2	-3
COc1ccc(OCC(=O)N2CCN(CC3CC4C=CC3C4)CC2)cc1 (stereo unspecified)	1.1	-1	-36	-8	-3	1.4	-6	-8	0
FC(F)(F)c1ccccc1CN1CCN(Cc2ccccc2)CC1	/	-16	1	2	10	1.4	7	-22	0
O=c1c2ccccc2nc(-c2ccco2)n1-c1ccccc1	1	-18	-16	2	0	/	-1	-10	0
C=C(C)CSc1nnc([C@@H](N)Cc2c[nH]c3ccccc23)o1	1.2	-3	2	-2	3	1.1	-10	-5	-4
CC12CN3C(O)C(C)(C1)CC(C)(C2)C3O (stereo unspecified)	1.1	3	-14	-3	5	1	-4	-8	2
Cc1cc(C)n2nc(C)[n+](C)c2n1	1	22	6	-7	9	1.2	-5	-6	-2
O=C(c1cccs1)C1CN2CCC1CC2 (stereo unspecified)	1	14	-17	-11	5	0.7	0	0	-5
CC12CN3CC(C)(CN(C1)P3(=O)Oc1ccccc1)C2=O (stereo unspecified)	1.1	1	-1	-5	7	0.9	-7	4	50*
O=P(NS(=O)(=O)c1ccc(Cl)cc1)(Oc1ccccc1)Oc1ccccc1	1.4	-24	-25	-3	-4	/	-5	-12	-6
Cc1cc(N2C(=O)CC(N3CCC(n4c(=O)[nH]c5ccccc54)CC3)C2=O)no1 (stereo unspecified)	1.2	14	14	-7	-1	1.3	-3	-5	-4
CCOC(=O)c1cc(C(O)(C(=O)OC)C(F)(F)F)c(/N=C/N(C)C)o1 (stereo unspecified)	/	-15	-14	-5	-3	0.9	-2	-10	-1
CCCCn1c(O)c(C=Nc2c(C)n(C)n(-c3ccccc3)c2=O)c(=O)[nH]c1=O	1.1	0	-4	-7	-2	1.5	-2	-10	1

A different layout for part of the listing above.
| SMILES | MT1-MMP txn act | Plk1 PBD FP | S1P2 blocker | S1P2 agonist | Rev-RRE block | PLAP activator | EphB4 antag | PLK1 inh | FAK blocker |
| --- | --- | --- | --- | --- | --- | --- | --- | --- | --- |
| O=P(NS(=O)(=O)c1ccc(Cl)cc1)(Oc1ccccc1)Oc1ccccc1 | 1.4 | -24 | -25 | -3 | -4 | / | -5 | -12 | -6 |
| Cc1cc(N2C(=O)CC(N3CCC(n4c(=O)[nH]c5ccccc54)CC3)C2=O)no1 (stereo unspecified) | 1.2 | 14 | 14 | -7 | -1 | 1.3 | -3 | -5 | -4 |
| CCOC(=O)c1cc(C(O)(C(=O)OC)C(F)(F)F)c(/N=C/N(C)C)o1 (stereo unspecified) | / | -15 | -14 | -5 | -3 | 0.9 | -2 | -10 | -1 |
| CCCCn1c(O)c(C=Nc2c(C)n(C)n(-c3ccccc3)c2=O)c(=O)[nH]c1=O | 1.1 | 0 | -4 | -7 | -2 | 1.5 | -2 | -10 | 1 |

Gathered by group: those above containing a Cl atom
SMILES	MT1-MMP txn act	Plk1 PBD FP	S1P2 blocker	S1P2 agonist	Rev-RRE block	PLAP activator	EphB4 antag	PLK1 inh	FAK blocker
Cc1cc(C)n(CCOC(=O)C2C(C=C(Cl)Cl)C2(C)C)n1 (stereo unspecified)	1	3	6	-12	2	1.6	3	-14	0
O=P(NS(=O)(=O)c1ccc(Cl)cc1)(Oc1ccccc1)Oc1ccccc1	1.4	-24	-25	-3	-4	/	-5	-12	-6

Part of the list above, limited to S1P2 agonist and S1P2 blocker.
structure	S1P2 agonist	S1P2 blocker
COc1ccc(OCC(=O)N2CCN(CC3CC4C=CC3C4)CC2)cc1 (stereo unspecified)	-8	-36
FC(F)(F)c1ccccc1CN1CCN(Cc2ccccc2)CC1	2	1
O=c1c2ccccc2nc(-c2ccco2)n1-c1ccccc1	2	-16
C=C(C)CSc1nnc([C@@H](N)Cc2c[nH]c3ccccc23)o1	-2	2
CC12CN3C(O)C(C)(C1)CC(C)(C2)C3O (stereo unspecified)	-3	-14

(more compounds)
SMILES	MT1-MMP txn act	Plk1 PBD FP	S1P2 blocker	S1P2 agonist	Rev-RRE block	PLAP activator	EphB4 antag	PLK1 inh	FAK blocker
CC(=O)Nc1ccc(OC(=O)c2ccccc2N)cc1	1	-12	10	-5	5	1.1	3	-9	-2
CCCn1nc2ccccc2c1P(=O)(N1CCOCC1)N1CCOCC1	1	-33	-11	-8	7	1.3	-5	-5	0
O=c1[nH]c(=O)n(CCC2=CCCCC2)c(O)c1C=NCCCn1ccnc1	1.2	-24	6	-3	5	2.1*	-3	-1	-7
CCOc1c(P(=S)(N(C)C)N(C)C)c(C)nn1-c1ccccc1	1	-25	23	-8	5	1.3	-5	-4	3
O=C(Nc1cccc2ccccc12)c1nn(C23CC4CC(CC(C4)C2)C3)cc1Br	/	-15	3	-6	3	0.9	-2	-9	1
CCC(=O)c1cn(Cc2ccccc2C#N)c2ccccc12	1.1	8	-5	-4	3	0.8	-2	-6	3
CCOC(=O)c1c(-n2c(C)cc(/C=C3/C(=O)NC(=O)N(CC)C3=O)c2C)sc2c1CCCC2	/	-24	9	-4	6	/	-10	-11	2
O=CC(Cl)P(=O)(N1CCCCC1)N1CCCCC1 (stereo unspecified)	1.1	3	-4	-6	3	1.1	5	-5	-3
CCC(=Nc1ccc(OC)cc1OC)c1c(O)[nH]c(=O)[nH]c1=O	1.1	-1	-15	-3	3	0.8	-14	-8	-3
CCCNC(=O)c1c(N)n(Cc2ccco2)c2nc3ccccc3nc12	1	-26	-24	13	32	1.8	-3	-8	1
Cc1cccc(-n2c(-c3ccco3)nc3ccccc3c2=O)n1	1.2	8	-5	-2	6	1.1	0	-5	2
O=C1NC(=S)NC(=O)C1C/C=C/c1ccccc1	1.1	-37	2	0	8	1.5	-1	-7	-3
O=c1[nH]c(=O)n(Cc2ccco2)c(O)c1C=NCc1cccs1	/	-3	-6	-2	5	1	0	3	-4
CC1(C)NCCN2C(=O)CSC21 (stereo unspecified)	1	-7	-22	-1	8	1.1	1	-12	-4
C=CCn1c(O)c(C=NCCCOc2ccc(CC)cc2)c(=O)[nH]c1=S	1.1	-13	2	-4	28	/	-4	-7	-4
Cc1cccn2c(=O)c3c(nc12)N1CCC(Cc2ccccc2)CC1C1(C3)C(=O)N(C)C(=O)N(C)C1=O (stereo unspecified)	1.1	-8	4	17*	8	1.4	-7	0	0
CCOC(=O)c1c(C)n(CCOC)c2ccc(O)cc12	1.1	16	15	-4	11	0.9	11	-9	-2
